Screening data deposited in PubChem BioAssay by National Center for Advancing Translational Sciences (NCATS).
Integrin act MD: activators of alpha7 integrin expression for muscular dystrophy; Potency, µM (highest dose often 38.3 µM), inactives show at the top dose activation, actives largely listed as activators; hit rate 0.064% among 350,000; alpha7betagal myoblasts, beta-gal FDG fluorescence, 48 h;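 further: potency means the concentration at half of the fitted maximal effect; 100% = response of the positive control SU9516; nearly all actives have a fitted effect of over 60% in size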
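alpha7betagal+/- myoblasts (passage 13, 250/well) treated 48 h at 37C with compounds at 1:260 dilution of DMSO stock. Lysed, then beta-galactosidase activity read as FDG fluorescence (ex 480/em 540) after 30 min, with pre-read for autofluorescence.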
TSHR antag: human thyrotropin receptor antagonism; P16473; TSHR-expressing cells, TSH-stimulated cAMP HTRF, 2 h; hits give low values; activity change, negative = inhibition, % at 11.5 µM; hit rate 0.2% among 330,000; AID 504810;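 active means activity change below a set negative limit, meaning inhibition stronger than a set level, cut at about -70% in these data; inconclusive means activity change between two set negative limits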; further: on the % scale 0 is the no-effect control and ±100 the full control effect
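Competitive HTRF cAMP read-out (cryptate anti-cAMP antibody, cAMP-d2; 30 min, room temperature) in freshly harvested TSHR cells. Compounds added before TSH at EC80 (4nM final), followed by 2 hours' incubation at 37 deg C.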
Mito fusion yeast: blocks mitochondrial division or promotes mitochondrial fusion; hit rate 0.23% among 320,000; S. cerevisiae fusion-defective mutant growth rescue, CellTiterGlo 48 h; Potency, µM (highest dose often 46.1 µM), without a hit: at the top dose growth rescue (activation), most hits filed as activators;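 further: potency means the concentration at half of the fitted maximal effect; % of control where 0% means no effect; nearly all actives have a fitted effect of over 45% in size; temperature-sensitive fusion mutants such as fzo1-1 at 37 °C on non-fermentable ethanol glycerol medium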
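Yeast fusion mutant, YPEG (non-fermentable carbon), compound, 48 h at 37C non-permissive; CellTiterGlo added, 10 min RT, luminescence read. Rescued growth = division inhibition.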
PTAP TSG101 blk: blocks PTAP/TSG101 interaction to inhibit HIV-1 budding. Q99816. Fluorescence polarization, FITC-PTAP peptide / Tsg101 binding. Potency, µM (titrated, usually from 115 µM), inactives show at the highest dose activity change, negative = inhibition, hits mostly inhibitors. 340,000 tested, under 10 active. AID 493005; active means well fitted inhibition curve with a large enough effect in the main read-out, with a control signal flat, not every such curve was filed as active; inconclusive means small, poorly fitted or top-dose-only effect, or effect the other way, or a change in a side signal; inactive means no such curve, though single readings can be large or run the other way; further: potency means the concentration at half of the fitted maximal effect; % of control where 0% means no effect
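Steps: Tsg101 binding domain dispensed (10 uM final), compounds pinned in DMSO, FITC-labeled PTAP-motif peptide added (50 nM final); after 20 min binding at room temperature, polarization measured.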
TCR act: activates T cell receptor signaling. primary human leukocytes, anti-CD3, IL-2 HTRF, 48 h. Potency, µM (highest dose often 9.22 µM), inactives show at the top dose activation of IL-2 secretion, usual class: activators. 330,000 tested, under 10 active. AID 504894; further: % of control where 0% means no effect
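Primary human leukocytes were stimulated with a-CD3 beads plus compounds for 48 hr without co-stimulation; secreted IL-2 was quantified by HTRF using a-IL-2-K (europium cryptate) and a-IL-2-d2, excited at 320nm with acceptor emission read at 665nm.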
Menin MLL FP TR: displaces Texas Red mutant MLL peptide from human menin. Menin + Texas Red MLL mutant peptide, fluorescence polarization. Potency, µM (top dose mostly 61.6 µM), inactives show at the top dose FP activity change, negative = inhibition, most hits filed as inhibitors. hit rate 0.23% among 270,000. AID 1768; active means well fitted inhibition curve with a large enough effect in the polarisation, with a control signal flat, not every such curve was filed as active; inconclusive means small, poorly fitted or top-dose-only effect, or effect the other way, or a change in a side signal; inactive means no such curve, though single readings can be large or run the other way; the % refers to the polarisation; further: potency means the concentration at half of the fitted maximal effect; % of control where 0% means no effect; many of its hits are not listed in these tables
Target sequence (O00255 whole entry, looked up): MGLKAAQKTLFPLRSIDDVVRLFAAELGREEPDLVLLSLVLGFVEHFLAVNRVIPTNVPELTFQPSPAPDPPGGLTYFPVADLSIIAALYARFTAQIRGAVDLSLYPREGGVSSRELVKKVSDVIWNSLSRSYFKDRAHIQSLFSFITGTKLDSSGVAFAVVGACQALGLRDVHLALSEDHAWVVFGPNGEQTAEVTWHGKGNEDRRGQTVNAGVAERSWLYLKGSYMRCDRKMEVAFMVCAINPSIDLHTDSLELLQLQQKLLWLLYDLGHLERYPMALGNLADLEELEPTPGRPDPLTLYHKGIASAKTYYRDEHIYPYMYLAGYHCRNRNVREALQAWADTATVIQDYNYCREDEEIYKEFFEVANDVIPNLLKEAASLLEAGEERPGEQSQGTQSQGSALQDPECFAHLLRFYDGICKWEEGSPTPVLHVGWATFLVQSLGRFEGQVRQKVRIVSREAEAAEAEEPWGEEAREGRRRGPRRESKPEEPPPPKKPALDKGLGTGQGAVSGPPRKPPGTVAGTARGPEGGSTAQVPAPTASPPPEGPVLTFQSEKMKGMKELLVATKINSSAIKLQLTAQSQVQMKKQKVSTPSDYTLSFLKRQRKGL
CXXC DNA block: inhibitors of human MLL CXXC domain-DNA interaction; Potency, µM (titrated, usually from 115 µM), for the others: top-dose activity change, negative = inhibition, actives largely listed as inhibitors; AID 2662; Q03164; hit rate 0.037% among 290,000; MLL-CXXC / FITC-HOXA9 DNA fluorescence polarization; active means well fitted inhibition curve with a large enough effect in the polarisation, with a control signal flat, not every such curve was filed as active; inconclusive means small, poorly fitted or top-dose-only effect, or effect the other way, or a change in a side signal; inactive means no such curve, though single readings can be large or run the other way; the % refers to the polarisation; further: potency means the concentration at half of the fitted maximal effect
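Fluorescence polarization: 7 uM MLL-CXXC (stock) preincubated 5 min with compounds, then 50 nM fluorescein-HOX-A9 DNA (stock) added; 30 min ambient. Buffer 50 mM Tris-HCl pH 7.5, 50 mM NaCl, 1 mM DTT, 0.05% BSA.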
MBNL1-CUG inh: blocks human MBNL1 binding to CUG repeat RNA. Q9NR56. TR-FRET MBNL1-His/biotin-(CUG)12 binding, 665/545 ratio. Potency, µM (top dose mostly 57.5 µM), inactives show at the highest dose activity change, negative = inhibition, most hits filed as inhibitors. hit rate 0.036% among 280,000. AID 2675; active means well fitted inhibition curve with a large enough effect in the signal ratio, with a control signal flat, not every such curve was filed as active; inconclusive means small, poorly fitted or top-dose-only effect, or effect the other way, or a change in a side signal; inactive means no such curve, though single readings can be large or run the other way; the % refers to the signal ratio; further: potency means the concentration at half of the fitted maximal effect; on the % scale 0 is the no-effect control and ±100 the full control effect
Target sequence (Q9NR56 whole entry, looked up): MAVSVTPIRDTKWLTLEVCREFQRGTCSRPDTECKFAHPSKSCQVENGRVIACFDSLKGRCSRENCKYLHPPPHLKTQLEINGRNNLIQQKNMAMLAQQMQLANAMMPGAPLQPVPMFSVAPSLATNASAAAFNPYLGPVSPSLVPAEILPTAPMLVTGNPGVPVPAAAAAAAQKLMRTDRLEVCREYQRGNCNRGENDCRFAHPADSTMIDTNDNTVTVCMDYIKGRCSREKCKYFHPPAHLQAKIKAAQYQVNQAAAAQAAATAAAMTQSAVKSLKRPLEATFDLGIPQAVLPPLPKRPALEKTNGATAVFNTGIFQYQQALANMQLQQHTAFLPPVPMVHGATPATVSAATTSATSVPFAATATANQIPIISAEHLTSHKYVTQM
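MBNL1-His + Biotin-(CUG)12, cpd titration 92 nM–58 uM; Tb anti-His Ab 0.055 ng/ul, SA-XL665 5 nM (final); 60 min RT; ratiometric 665/545 nm, Ex 340 nm; normalized to buffer and full-complex controls.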
ASM inhibitor: human S-ASM enzyme inhibition; AID 504937; placental ASM, HMU-PC fluorogenic substrate, 60 min; P17405; hit rate 0.006% among 340,000; Potency, µM (series often up to 57.5 µM), for the others: at the highest dose activity change, negative = inhibition, usual class: inhibitors; further: potency means the concentration at half of the fitted maximal effect
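Human placenta-derived ASM enzyme was preincubated with compound for 10 minutes at room temperature, then given fluorogenic substrate HMU-PC0 (9 uM final) for 60 minutes at 37 °C; a pH 10 stop preceded fluorescence reading at Ex 386/Em 447 nm.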
A-T KAP1 phos: candidate therapy for ataxia-telangiectasia | Potency, µM (top dose mostly 57.5 µM), for the others: at the top dose activation, hits mostly activators | hit rate 0.19% among 320,000 | […] A-T fibroblasts, KAP-1 phosphorylation AlphaLISA; neocarzinostatin DNA damage 30 min before lysis; further: potency means the concentration at half of the fitted maximal effect; % of control where 0% means no effect; nearly all actives have a fitted effect of over 45% in size
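hTERT-immortalized A-T patient fibroblasts ([…]), 500 cells/well in OPTI-MEM, 1% FBS, got compounds for 60 min, then NCS for 30 min at 37C. Lysates were then assayed for phospho-KAP-1 by AlphaLISA (anti-pKAP1 donor, anti-KAP1 acceptor beads), 6 hr at 25C.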
* hit, by the source's call; ? = inconclusive; · = no result given; [ ] = dose if it differs, or a comment. Unless noted, the call rests on the fitted dose curve; in most records, active means well fitted curve in the direction sought with a large enough effect; inconclusive means small, poorly fitted or top-dose-only effect, or another doubt; inactive means no such curve, though single readings can be large; an effect the other way counts as inactive or inconclusive.

Values in the order – Integrin act MD	TSHR antag	Mito fusion yeast	PTAP TSG101 blk	TCR act	Menin MLL FP TR	CXXC DNA block	MBNL1-CUG inh	ASM inhibitor	A-T KAP1 phos
> C=CCSc1nnc2c(n1)OC(C)=Nc1ccc(Br)cc1-2
    9%	-9	-3%	-1%	-2%	13%	-9%	7%	8%	4%
> COc1cc2oc(=O)cc(-c3ccc(-c4ccc(C)cc4)cc3)c2c(OC)c1OC
    3%	-6	·	-7%	-5%[46.1 µM]	-29%	·	·	29%	15%
> O=C(CN1C(=O)c2ccccc2C1=O)Nc1cccc([N+](=O)[O-])c1
    -4%	18	-2%	-3%	-2%[46.1 µM]	?	-2%	?	1%	-4%
> Cc1ccc(S(=O)(=O)N(C)CCCC(=O)Nc2ccncc2)cc1
    13%	-22	-1%	0%	1%	1%	-1%	-11%	-6%	3%
> CCOC(=O)c1cc(-c2ccccc2)n(CCC(=O)NC(C)CC)c1C (configuration not stated)
    6%	7	7%	0%	-2%[46.1 µM]	8%	-2%	-7%	0%	-1%
> O=C(O)c1ccccc1Cc1ccc2c(c1)CCCC2
    -7%	·	·	-5%	3%	·	·	·	-1%	·
> CCN(CCC(=O)Nc1ccc(Br)c(C)c1)Cc1ccccc1
    -7%	0	-1%	-4%	12%	?	6%	-5%	0%	4%
> Cc1cccc(C(=O)NCCC(=O)Nc2nc(C)c(Cc3ccc4c(c3)OCO4)s2)c1
    10%	-15	-4%	-1%	-4%[46.1 µM]	-6%	4%	·	5%	1%
> Cc1cc(C(=O)COc2ccccc2C#N)c(C)n1C1CC1
    6%	-10	10%	-5%	11%	·	·	·	5%	2%
> CCC(=O)Nc1c2c(nn1-c1ccc(OC)cc1)CSC2
    17%	20	5%	-4%	1%	6%	11%	2%	2%	9%

Following part
Values in the order – Integrin act MD	TSHR antag	Mito fusion yeast	PTAP TSG101 blk	TCR act	Menin MLL FP TR	CXXC DNA block	MBNL1-CUG inh	ASM inhibitor	A-T KAP1 phos
> O=C(CSc1ncnc2ccccc12)NCc1ccco1
    -30%	7	0%	-3%	-4%[46.1 µM]	13%	11%	3%	-1%	2%
> Cc1ccc(S(=O)(=O)Nc2cc(C(C)C)c(O)cc2C)cc1
    3%	-2	-5%	-10%	3%	20%	-9%	344%[activator]	-1%	-2%
> O=C(NCc1ccc2c(c1)OCO2)c1ccc2c(c1)C(=O)N(CC1CCCO1)C2=O (configuration not stated)
    21%	3	-3%	-7%	-1%	-1%	2%	?	0%	-3%
> N#C/C(=C\Nc1ccc(Cl)cc1)S(=O)(=O)c1ccccn1
    ?	-1	2%	1%	-10%	·	5%	·	-4%	4%
> CC1CCCN(C(=S)SCC(=O)c2cc(Br)cc(Br)c2O)C1 (configuration not stated)
    1%	-5	1%	-1%	2%	?	3%	-21%	-1%	-2%[11.5 µM]
> O=C(NC1CCCC1)C(c1cccs1)N(C(=O)c1ccco1)c1ccc2c(c1)OCCO2 (configuration not stated)
    -27%	3	8%	-5%	-1%	-9%	8%	3%	-2%	3%
> Cc1ccc(/C=C(\C#N)C(=O)N2CCCC2)c(C)c1
    -24%	1	-1%	-1%	2%	?	-11%	7%	3%	1%
> CN(C)S(=O)(=O)c1cccc(NC(=O)c2cccc(S(=O)(=O)N3CCCCCC3)c2)c1
    -18%	-31	-14%	-1%	1%	·	·	·	-1%	4%
> CCCC(NS(=O)(=O)c1ccc(OC)cc1)C(=O)O (configuration not stated)
    7%	12	-1%	-8%	1%	-4%	-1%	4%	0%	0%
> CCOC(=O)c1ncccc1NC(=O)CC(=O)Nc1cccnc1C(=O)OCC
    18%	·	·	-2%	0%	·	·	·	-2%	·

(cont.)
Values in the order – Integrin act MD	TSHR antag	Mito fusion yeast	PTAP TSG101 blk	TCR act	Menin MLL FP TR	CXXC DNA block	MBNL1-CUG inh	ASM inhibitor	A-T KAP1 phos
> O=C(Nc1ccnn1C1CCN(C2CCCC2)CC1)c1ccccc1
    13%	57	-1%	0%	4%	·	?	-7%	1%	1%
> COCc1nnc(NC(=O)CCc2ccc(OC)cc2)s1
    9%	6	-1%	2%	·	-24%	0%	-2%	1%	6%
> CCCCC(CC)C(=O)Nc1ccc(C#N)cc1 (configuration not stated)
    0%	-7	-1%	-3%	6%	·	20%	0%	-4%	-1%
> COc1cc(C(=O)NCCc2ccc3c(c2)OCO3)cc(OC)c1OC
    -21%	·	·	-8%	-2%	·	·	·	0%	·
> COC(=O)C1CCN(S(=O)(=O)c2cn(C)c(=O)n(C)c2=O)CC1
    -15%	-4	-6%	0%	0%	-3%	-3%	-4%	-1%	-4%
> S=C(NCCOCCOCCNC(=S)Nc1ccccc1)Nc1ccccc1
    -10%	19	?	0%	4%	16%	-4%	-2%	8%	4%
> COCCN1C(=O)C(O)=C(C(=O)c2ccco2)C1c1cccc(Oc2ccccc2)c1 (configuration not stated)
    -4%	-13	-4%	-5%	-3%	-14%	-13%	27%	-5%	1%
> CC[C@@]1(C(=O)OC)N[C@H](CN(C)C(=O)Nc2ccc(C(F)(F)F)cc2)[C@@H]2C(=O)N(Cc3ccccc3)C(=O)[C@@H]21
    13%	4	·	2%	-1%	·	·	·	-7%	3%
> CN(C)S(=O)(=O)c1ccc2c(c1)Cc1cc(S(=O)(=O)N(C)C)ccc1-2
    -38%	-5	6%	-4%	3%	-14%	-19%	?	-1%	17%
> CCN(CC)CCCNC(=S)N1CCn2c(nc3ccccc32)C1
    0%	-2	0%	0%	4%	-15%	9%	·	10%	4%

The results go on.
Values in the order – Integrin act MD	TSHR antag	Mito fusion yeast	PTAP TSG101 blk	TCR act	Menin MLL FP TR	CXXC DNA block	MBNL1-CUG inh	ASM inhibitor	A-T KAP1 phos
> O=C(Cn1c2ccccc2c2nc3n(c(=O)c21)CCS3)Nc1ccccc1C(F)(F)F
    12%	3	12%	3%	1%	?	8%	-2%	-3%	-3%
> COc1ccc(OCc2n[nH]c(=S)n2-c2ccc(C)cc2)cc1
    -23%	4	-9%	-3%	-2%	22%	5%	2%	-1%	1%
> Cc1ccc(-c2cc(C(=O)N3CC(C)CC(C)C3)c3ccccc3n2)o1 (configuration not stated)
    -25%	22	5%	-4%	-128%	-12%	-2%	14%	·	5%
> CCOC(=O)CCc1n[nH]c(=O)[nH]c1=O
    19%	5	0%	-4%	3%	-4%	-2%	0%	4%	-2%
> O=C(Nc1cnc2ccccn2c1=O)c1ccc(Cl)cc1Cl
    4%	6	?	-3%	-1%	-15%	22%	?	6%	-3%
> NNC(=O)COc1cccc(C(F)(F)F)c1
    11%	12	-7%	1%	-2%	2%	3%	-4%	7%	0%
> CCC(C)C(NC(=O)OCc1ccccc1)C(=O)NC(Cc1ccc(O)cc1)C(=O)OC (configuration not stated)
    21%	14	-5%	-2%	10%	-2%	5%	4%	1%	-5%
> C=CCOc1ccccc1CN1CCC(Oc2ccc(C(=O)N3CCCCC3)cc2)CC1
    -6%	0	-2%	·	0%	?	0%	-8%	-2%	10%
> O=C(c1cccs1)N1CC=C(c2ccccc2)CC1
    ?	2	11%	-7%	-3%	·	·	·	4%	26%
> COc1ccccc1NS(=O)(=O)c1cc(NC(=O)C2CCCC2)ccc1N1CCOCC1
    5%	-4	2%	-1%	-4%	8%	0%	-5%	-29%	-8%
> O=C(NCn1ccc(=O)[nH]c1=S)c1ccccc1
    16%	-7	-2%	-3%	2%	4%	2%	-2%	-1%	-4%
> C#CCN1C(=O)S/C(=C\c2ccc(-c3ccc(C(=O)O)cc3C)o2)C1=O
    -17%	-13	4%	2%	12%	24%	1%	23%	7%	-8%
> CC(OC(=O)c1ccccn1)C(=O)Nc1ccc2c(c1)OCCO2 (configuration not stated)
    -11%	10	-1%	0%	5%	·	·	·	0%	0%

Of the compounds above, 2 contain a Cl atom:
Values in the order – Integrin act MD	TSHR antag	Mito fusion yeast	PTAP TSG101 blk	TCR act	Menin MLL FP TR	CXXC DNA block	MBNL1-CUG inh	ASM inhibitor	A-T KAP1 phos
> N#C/C(=C\Nc1ccc(Cl)cc1)S(=O)(=O)c1ccccn1
    ?	-1	2%	1%	-10%	·	5%	·	-4%	4%
> O=C(Nc1cnc2ccccn2c1=O)c1ccc(Cl)cc1Cl
    4%	6	?	-3%	-1%	-15%	22%	?	6%	-3%

This is a subset; count on the stated rates, not on these rows.
